Compound activity from PubChem BioAssay.
mec2-1: NCI yeast anticancer drug screen, S. cerevisiae mec2-1 strain; actives 9% (n = 79,000); % growth inhibition at 50 µM; AID 157;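 also: 0% = growth of vehicle-only cultures of the same strain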
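Compounds were applied to mec2-1 yeast cells. Their growth was then compared with that of vehicle-treated cultures to give growth inhibition.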
bub3: NCI yeast anticancer drug screen, S. cerevisiae bub3 mutant strain. AID 167. % growth inhibition at 50 µM. actives 9.9% (n = 78,000);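 also: 0% = growth of vehicle-only cultures of the same strain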
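Screening used yeast with an engineered genetic alteration affecting cell cycle control. Compound-exposed cultures were compared with vehicle cultures, and reduced growth was taken as inhibition.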
yeast sgs1 mgt1: NCI yeast anticancer drug screen, S. cerevisiae sgs1 mgt1 strain. actives 10% (n = 78,000). AID 161. % growth inhibition at 50 µM;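 also: 0% = growth of vehicle-only cultures of the same strain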
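This yeast growth screen uses a strain with defined DNA-repair lesions; compound-treated growth is compared with vehicle-treated growth.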
yeast rad50: NCI yeast anticancer drug screen, S. cerevisiae rad50 strain. AID 155. actives 10% (n = 79,000). growth inhibition, % at 50 µM;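 also: 0% = growth of vehicle-only cultures of the same strain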
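Yeast carrying a defined DNA repair defect were exposed to test compounds, and growth was compared with vehicle-treated controls to give percent inhibition.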
yeast mlh1 rad18: NCI yeast anticancer drug screen, S. cerevisiae mlh1 rad18 strain; % growth inhibition at 50 µM; actives 11% (n = 79,000); AID 175;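 also: 0% = growth of vehicle-only cultures of the same strain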
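Genetically defined yeast (DNA repair-deficient) exposed to compounds; growth inhibition determined relative to vehicle.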
cln2 rad14: NCI yeast anticancer drug screen, S. cerevisiae cln2 rad14 strain | growth inhibition, % at 50 µM | actives 8.3% (n = 78,000) | AID 165;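 also: 0% = growth of vehicle-only cultures of the same strain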
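Growth of compound-exposed yeast (cln2 rad14 genotype) measured and expressed as inhibition relative to vehicle.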
* = called active by the depositor; . = no result given; & = joins results of further samples. Rule as the data show it: active = growth inhibition above about 70%; inactive = the rest. No enrichment for hits, and some 14% of all compounds hit somewhere here.

The opening 3 entries (preview)
SMILES	mec2-1	bub3	yeast sgs1 mgt1	yeast rad50	yeast mlh1 rad18	cln2 rad14
CN(Cc1ccccc1Cl)C(=S)NC1CCCCC1	89*	81*	86*	62	86*	35
CNC(CCc1ccccc1)C(=O)O (centres undefined)	-1	4	8	2	3	-7
NC(=O)c1ccc(NCC2=CC(=O)C=CC2=O)cc1	3	-18	-5	-10	17	-3

The list itself, repeating the preview:
SMILES	mec2-1	bub3	yeast sgs1 mgt1	yeast rad50	yeast mlh1 rad18	cln2 rad14
CN(Cc1ccccc1Cl)C(=S)NC1CCCCC1	89*	81*	86*	62	86*	35
CNC(CCc1ccccc1)C(=O)O (centres undefined)	-1	4	8	2	3	-7
NC(=O)c1ccc(NCC2=CC(=O)C=CC2=O)cc1	3	-18	-5	-10	17	-3
CN(C)c1nc(N)c2ccc(Cl)cc2n1	11	-8	-7	-8	9	1
Nc1ccccc1S(=O)c1ccccc1 (centres undefined)	-38	-17	-13	-19	-22	10
O=[N+]([O-])c1ccc2c(c1)C(=Nc1ccc3ccccc3c1)c1ccccc1-2	-14	2	10	-6	-3	-18
CCOC(=O)/C(C#N)=N\Nc1ccccc1	15	-2	-2	-16	-13	-25
CC(=O)NC(C(=O)O)C(C)C(=O)O (centres undefined)	-16	2	-12	-4	3	30
COc1ccc(N2C(=O)c3c(c4[nH]c5ccc(OC)cc5c4c4ccc(C(C)(C)C)cc34)C2=O)cc1	-8	-3	4	-9	27	7
CCOC(=O)NNC(C)(C)C	4	-9	4	4	-4	22
Cc1c(C[n+]2cc3ccccc3cc2/C=N/O)ccc2ccccc12	10	97*	6	19	17	-3
Cc1cc(C(C)(C)C)nc(C(C)(C)C)c1	6	1	15	13	-5	-61
ClCCCc1ccccc1C1=NCCc2ccccc21	19	-15	-14	28	10	3
CSc1nn(C2OC(COC(=O)c3ccccc3)C(OC(=O)c3ccccc3)C2OC(=O)c2ccccc2)c(=O)[nH]c1=S (centres undefined)	12	-1	20	33	26	11
Cc1cc(Cl)c(Cl)cc1N	-7	12	6	-12	12	-10
O=C1C=C(c2ccccc2)S(=O)(=O)c2c(O)cccc21	100*	99*	99*	100*	100*	99*
COc1ccc(-c2cc(=O)c3c(O)cc(O)c(-c4cc(-c5cc(=O)c6c(O)cc(OC)cc6o5)ccc4OC)c3o2)cc1	17	27	6	39	20	25
COc1ccc(OC)c(/C=C/c2ccnc3ccccc23)c1	95*	95*	97*	96*	96*	94*
OCC(O)C(O)C(O)C(O)CN=Cc1ccccc1O (centres undefined)	8	-20	-11	-20	-4	3
O=C(O)C(CCCN1C(=O)c2ccccc2C1=O)N1C(=O)c2ccccc2C1=O (centres undefined)	-3	0	-12	-13	-7	-14

4 of the compounds above, field by field:
Cc1cc(Cl)c(Cl)cc1N
  mec2-1: -7	bub3: 12	yeast sgs1 mgt1: 6	yeast rad50: -12	yeast mlh1 rad18: 12	cln2 rad14: -10

O=C1C=C(c2ccccc2)S(=O)(=O)c2c(O)cccc21
  mec2-1: 100*	bub3: 99*	yeast sgs1 mgt1: 99*	yeast rad50: 100*	yeast mlh1 rad18: 100*	cln2 rad14: 99*

COc1ccc(-c2cc(=O)c3c(O)cc(O)c(-c4cc(-c5cc(=O)c6c(O)cc(OC)cc6o5)ccc4OC)c3o2)cc1
  mec2-1: 17	bub3: 27	yeast sgs1 mgt1: 6	yeast rad50: 39	yeast mlh1 rad18: 20	cln2 rad14: 25

COc1ccc(OC)c(/C=C/c2ccnc3ccccc23)c1
  mec2-1: 95*	bub3: 95*	yeast sgs1 mgt1: 97*	yeast rad50: 96*	yeast mlh1 rad18: 96*	cln2 rad14: 94*

Carrying on:
SMILES	mec2-1	bub3	yeast sgs1 mgt1	yeast rad50	yeast mlh1 rad18	cln2 rad14
CC1(C)N=C(C(N)=O)c2[nH]cnc2N1	4	11	13	-3	-51	13
OCC1CCC(O)C(CO)N1 (centres undefined)	-30	-16	-23	-7	-16	9
COc1ccc2[nH]c(=O)ccc2c1	0	13	-2	2	-3	0
Nc1cccc(-c2cc[cH-]c2)c1.[Fe+2].c1cc[cH-]c1	38	58	31	36	56	18
C=C1CC(COc2ccc3c(C)c(C)c(=O)oc3c2C)(c2ccccc2)OC1=O (centres undefined)	-4	7	24	9	21	5
CCCOc1cc2c(cc1O)CC[C@@H]1[C@@H]2CC[C@]2(C)[C@@H](O)CC[C@@H]12	-46	12	-18	-16	1	17
O=C(O)c1cccc(S(=O)(=O)NN2C(=O)CSC2c2c(O)ccc3ccccc23)c1 (centres undefined)	61	83*	92*	62	95*	37
CCCCCCCCC(=O)NCCN(CCN)C(=O)CCCCCCCC	93*	90*	92*	90*	90*	90*
Nc1cccc(=O)[nH]1	-10	9	0	6	-4	4
N=C1N=Nc2nc(C(C(=O)c3cccc([N+](=O)[O-])c3Cl)c3nc4n(c3O)C(=N)N=N4)c(O)n21 (centres undefined)	1	0	14	-3	3	-24
COC(=O)C(=O)C(C(=O)Nc1cccc(C)c1C)C1Sc2ccccc2NC1=O (centres undefined)	70*	82*	70	51	82*	53
Cc1nc(C(N)=O)nc2ccccc12	-11	-31	-1	14	-25	-22
CC1(C)CC(Nc2ccccc2)=CC(=Nc2ccccc2)S1	-11	-32	-4	-13	-14	-25
CSC(=S)Nc1nc2ccc(Cl)cc2s1	7	18	15	-1	3	3
CC(=O)c1ccc2ccc3ccccc3c2c1O	-9	-8	-14	-4	5	-31
CCOC(=O)c1ccc(N=Cc2ccc(N(CCC#N)S(=O)(=O)c3ccccc3)cc2C)cc1	15	3	-20	-4	-4	7
CN/N=C(/Cc1occc(=O)c1O)C(=O)Nc1ccccc1C	1	24	-16	0	29	8
CCOc1cc2c(cc1C(C)c1ccc(OC)cc1)OCO2 (centres undefined)	9	4	8	31	-36	8
COC(=O)c1cccc(C(=O)OC)c1	-2&-3	19&-2	19&-14	14&-33	15&4	-2&5
NNC(=O)c1ccc(Br)cc1	-30	-20	-4	-14	-4	11
NC(=O)NC(=O)CCBr	12	-8	-1	-9	-23	-22
Nc1ccc(Oc2ccccc2)c(Cl)c1	92*	90*	98*	98*	98*	94*
CC1CC(C)(O)C2C3(C)CCCC2(COC3=O)C12CCC1(CCOC1=O)O2 (centres undefined)	-24	-1	25	1	3	4
COc1ccc(OC)c2c1nc(CBr)n2C	-4	4	-6	6	13	7
Cc1cc(Cl)ccc1OCCCC(=O)NC(Cc1ccccc1)C(=O)O (centres undefined)	9	-4	-2	5	0	28
Cn1c2ccccc2c2c(C#N)c(C#N)c([N+](=O)[O-])cc21	79*	93*	75*	97*	77*	42
CCCCCCCCCCCCCCNCCN	91*	90*	92*	88*	89*	89*
CC(=O)c1cccc(NC(=O)N(C)C2CCCCC2)c1	14	-7	-4	6	-22	-16
OC1CCCN(Cc2ccccc2)C1 (centres undefined)	-16	11	9	9	7	4
C=C(NC(=O)CNC(=O)OCc1ccccc1)C(=O)O	11	16	7	3	14	-10
C[N+](C)(C)Cc1ccc2ccccc2c1CC(O)(c1ccccc1)c1ccccc1	-1	2	19	17	10	5
CCC(CC)C(=O)NCCNC(=O)C(CC)CC	-1	-11	14	5	-17	-30
CC[N+](CC)(CC)Cc1cc2ccccc2n1C(=O)OC	-24	-12	-26	-9	-29	-1
CNC(=O)c1ccccc1Sc1ccccc1	-16	0	-16	-4	3	-35
CC(C)=CCC(CC=C(C)C)c1ccncc1 (tested in a mixture with another compound)	99*	99*	100*	99*	99*	99*
COc1ccc(C(=O)c2ccc(Cl)cc2)c(O)c1OC	-7	19	-2	-6	-9	4
Cc1cc(=O)n(Nc2ccccc2)c(O)c1C#N	-19	6	0	3	3	3
CC(=O)C(C)(C)O	-6	14	49	45	39	-9
CC(=O)Nc1cc(NC(C)=O)cc(C(=O)O)c1	-14	17	12	-3	14	9
N#CCCc1ccc(O)cc1	-44	-18	-35	-25	-19	2
Fc1ccc(NC(=S)Nc2ccc(F)cc2)cc1	-6	15	-11	-19	3	-7
CC(=N\OCCC#N)/C(C)=N/OCCC#N	-2	2	-5	-3	-8	13
CCOC(=O)/C=C\c1c(Cl)n(-c2ccccc2)c(=O)n(-c2ccccc2)c1=O	90*	86*	90*	88*	92*	90*
Cc1nn(C(=O)c2ccccc2O)c2c1C(c1ccccc1)SC(N)=N2 (centres undefined)	18	31	25	17	9	-5
O=C(CCBr)OCCOc1ccccc1	-4	5	4	2	3	-40
O=C(O)COc1ccccc1-c1ccccc1Cl	6	-7	11	7	-20	-10
c1ccc2c3[nH]c(c2c1)=Nc1ccc(cc1)-c1nc2ccc(cc2o1)N=c1[nH]c(c2ccccc12)=Nc1ccc2nc(oc2c1)-c1ccc(cc1)N=3	85*	77*	83*	78*	89*	84*
CC(CN(C)C)/C(=N\Nc1ccccc1)c1ccccc1 (centres undefined)	10	-8	29	16	35	1
CC(=O)c1ccc2c(c1)C(C)(C)CC2(C)C	-6	0	-3	1	-2	-6
Nc1cc(C(=O)c2ccccc2C(=O)O)ccc1Cl	-47	-29	-8	-34	-16	7

(next part)
SMILES	mec2-1	bub3	yeast sgs1 mgt1	yeast rad50	yeast mlh1 rad18	cln2 rad14
CC1(C)c2ccccc2C(=O)c2cc3ccccc3nc21	-5	-3	-6	-12	-12	-49
O=C1OC(c2cccnc2)OC(c2ccccc2)=C1C(=O)c1ccccc1 (centres undefined)	100*	99*	100*	99*	99*	99*
C1C[OH+]CC[OH+]CCNCC[OH+]CC[OH+]CCN1.Cl.[Cl-].[Pt+4]	-9	-4	6	9	7	10
COC(=O)C(CBr)CBr	10	6	-5	-21	-15	11
CCOC(=O)N/N=C(\Cc1ccc([N+](=O)[O-])cc1)OCC	34	22	18	1	33	8
CCCCCN(CCOC(=O)c1ccc([N+](=O)[O-])cc1)CCOC(=O)c1ccc([N+](=O)[O-])cc1	5	-3	7	8	7	8
CSCCCSC1CCCCCCCCCCC1=O (centres undefined)	1	-11	5	6	-36	0
NN1C(=O)CC(c2cccc(Cl)c2)C1=O (centres undefined)	5	-3	-2	2	32	22
O=c1c2ccccc2nc(-c2ccccc2)n1NC(=S)Nc1ccc(Cl)cc1[N+](=O)[O-]	-2	71*	41	23	26	-29
C=CC(=O)OCC(C)(C)[N+](=O)[O-]	16	-4	13	18	2	2
O=C(NCCCl)Oc1ccccc1	-16	-5	-8	7	-9	0
CSCN1CCOCC1	8	9	-6	-13	-19	16
CCCC(F)C(=O)OCC (centres undefined)	-6	10	5	12	0	-9
CC(C)(C)OC(=O)NCCNC(=O)CN(CC(=O)O)C1CCCCC1N(CC(=O)O)CC(=O)O (centres undefined)	62	66	62	50	75*	16
O=[N+]([O-])c1cccc2ccc(N/N=C/c3ccccc3O)nc12	-4	7	42	19	20	2
O=C(NNC(=O)c1ccc(Cl)c(Cl)c1)c1ccc(Cl)c(Cl)c1	-56	-16	-25	-38	-33	6
O=C(NN(C(=O)c1ccc([N+](=O)[O-])cc1)c1ccccc1)c1ccc([N+](=O)[O-])cc1	14	13	14	3	13	21
O=C(c1ccccc1)C1OC1c1ccccc1Cl (centres undefined)	-4	-4	-13	-14	-9	-52
Nc1nc2ccccc2nc1N	-28&4	1&-3	-12&-9	-8&-1	-28&16	2&-7
CN1CCCC1c1cccnc1.O=C(O)c1ccccc1O.O=C([O-])c1ccccc1[OH2+].O=C([O-])c1ccccc1[OH2+].O=C([O-])c1ccccc1[OH2+].[Mn+2] (centres undefined)	-14	-46	-10	2	7	-30
N=C(N)/C=C\C(=O)O	-13&-9	-34&-21	-11&4	2&2	-15&-5	14&17
CC(=O)OCC1OC(n2c3c(cc(C#N)c2=S)CCC3)C(OC(C)=O)C(OC(C)=O)C1OC(C)=O (centres undefined)	9	20	17	37	33	-11
Nc1ccnc(SCc2ccc(Cl)cc2)n1	15	45	35	5	26	-24
Oc1ccc2ccccc2c1C(c1ccc(Cl)cc1)c1c(O)ccc2ccccc12	84*	78*	19	68	54	77*
Nc1nc2c(c(-c3ccc(Cl)cc3)n1)CN(CCCC(=O)O)C2=O	14	2	7	-2	11	0
O=C(O)/C=C\SCCCC(=O)O	3&7	-14&-2	2&-1	4&4	8&2	-17&-27
CN(C)/N=N/c1nc2c(c(=O)n(C)c(=O)n2C)n1CC(O)CO (centres undefined)	29	2	22	11	27	-3
COC(=O)c1ccccc1S(=O)(=O)N1CCOCC1	6	-12	9	13	23	11
CC(=O)Oc1ccccc1C(=O)OC(=O)c1ccccc1OC(C)=O	-10	0	-2	5	7	-10
N#CC1=C(N)OC(c2cccc([N+](=O)[O-])c2)C1(C#N)C#N (centres undefined)	19	-1	-19	7	-32	7
NNC(=S)Nc1cccc2ccccc12	24	.	.	24	49	.
O=S(=O)(Nc1cc(C(F)(F)F)ccc1Cl)c1ccc(F)cc1	-22	-33	-34	-24	-8	8
COC(=O)c1ccc(N2CC=C(C)C(c3ccc(OC)cc3)O2)cc1 (centres undefined)	-10	-12	-2	-6	-13	0
